Compound activity deposited in PubChem BioAssay by several laboratories.
MT stabilize HCS – stabilizes microtubules in HeLa cells; % tubulin-high responders, % at 10 µM; AID 2205; 200,000 tested, 0.83% active; HeLa tubulin immunostaining HCS, 24 h; share of cells brighter than vehicle mean+2SD;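 active = plate Z-score above 3 for both tubulin-high and condensed-nucleus cell shares, with cell loss under 80%, at 10 µM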;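 note: anti alpha tubulin signal scored within the nucleus-defined area of each cell; some results filed as inactive read as strong as hits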
Autophagy HCS – modulators of autophagy; MEF GFP-LC3 puncta imaging; test concentration mostly 10 µM; calls only at 10 µM (by protocol); 190,000 tested, 0.98% active; AID 463193;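 active = percentage of spot-positive cells more than 3 SD above its plate mean, without a fluorescence outlier flag or 80% toxicity; inconclusive = no clear call, values can overlap the other calls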;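 note: spot-positive cell cutoff set from DMSO-treated cells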
Insulin prom up – MIN6 insulin promoter up-regulation; AID 1625; 190,000 tested, 0.3% active; z-score at 5 µM; MIN6 insulin promoter-GFP reporter, high-content imaging; stronger effect = higher value;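 active = z-score above 3 at 5 µM with at least 500 cells counted in the well; inconclusive = wells under 500 cells, flagged as cytotoxic or low count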
P. falciparum M1AAP – P. falciparum M1AAP inhibitors, biochemical, fluorogenic H-Leu-NHMec substrate, 1536-well (AID 1445); recombinant M1AAP, H-Leu-NHMec fluorogenic kinetic assay; higher % means a stronger effect; inhibition, % at 30 µM, or IC50 in µM where a hit was titrated; 220,000 tested, 0.42% active;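 active = primary inhibition above the hit cutoff, then over 50% inhibition at one or more dose response concentrations, cut at about 23% in these data, passing the limit was not always enough; inconclusive = conflicting primary data, or primary hits not chosen for dose response; inactive = low primary inhibition, or under 50% at every dose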;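 note: plate controls were DMSO full reaction for no effect and no enzyme background for full effect; strong numbers were not always called active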
M17LAP inhibition – P. falciparum M17LAP inhibitors, primary screen, biochemical, fluorogenic H-Leu-NHMec substrate, 1536-well (AID 1619). recombinant M17LAP, H-Leu-NHMec fluorogenic kinetic assay; higher % means a stronger effect. 220,000 tested, 0.38% active. one-dose inhibition, % at 30 µM; IC50 in µM for titrated hits;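 active = compound inhibiting the enzyme by more than half at any dose during confirmatory dose-response retesting; inconclusive = strong single-dose inhibitors picked by rank but not retested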;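 note: plate controls were full reaction with DMSO carrier for no effect and no enzyme background for full effect; strong numbers were not always called active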
ER stress rescue – protection against thapsigargin-triggered cell killing – 384-well, CSM14.1, ATP luminescence, primary screen (AID 1222); CSM14.1 thapsigargin-induced death rescue, ATP luminescence; higher % means a stronger effect; cellular ATP content (survival), % at 20 µM, or EC50 in µM where a hit was titrated; 190,000 tested, under 10 active;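 active = EC50 below 50 µM in the dose-response confirmation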;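 note: death triggered by thapsigargin at about 15 µM added after 2 h compound pretreatment; cell ATP read after overnight thapsigargin exposure of roughly 18 to 22 hours; normalized against plate controls of thapsigargin alone and 5% DMSO vehicle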
Dynein cargo inh – dynein cargo transport inhibition | 3617.4 mouse cells, GR-EGFP nuclear translocation imaging; test concentration mostly 20 µM; stimulated with dexamethasone, 1 µM; stronger effect = lower value | z-score, hits read low | 220,000 tested, 0.47% active | AID 1381;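 active = plate z-score of nuclear minus cytoplasmic receptor signal below a set negative limit, without overly bright fluorescence or cell loss, cut at about -3.5 in these data, passing the limit was not always enough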;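 note: z-score of nuclear minus cytoplasmic ring GR-EGFP intensity difference per well; some compounds called inactive have numbers as strong as hits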
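medium = tetracycline-free induction medium containing charcoal-stripped FBS | also added = 1.0 µM final dexamethasone stimulus | schedule = 48 h induction, 1 h compound, 30 min dex at 37 °C | technique = fixed, Hoechst-stained cells imaged at 10x for EGFP | measure = GR-EGFP nuclear translocation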
Hep lipid drop – modulators of hepatic lipid droplet formation; AID 1656; 240,000 tested, 0.4% active; AML12 mouse hepatocytes, oleate lipid droplets, BODIPY imaging; inhibition, % at 6.5 µM;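 active = lipid droplet intensity inhibited by at least 50%, with more than 500 cells counted; inconclusive = wells with under 300 cells, treated as cytotoxic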
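System: AML12 hepatocytes (mouse). Probe or stimulus: oleic acid at 100 µM to induce lipid droplet formation. Times: overnight treatment with compound plus oleate. Detection: Image-based BODIPY and DAPI two-channel analysis. Evaluation: percent inhibition of filter-corrected integrated lipid droplet intensity per well.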
Yfh1-off respiration – mitochondrial function rescue without frataxin homolog – Friedreich's ataxia, plus single-dose screen, dose response (AID 1465); S. cerevisiae Yfh1-off respiration, WST-1 reduction, 72 h; higher fold induction means a stronger effect; fold induction at 50 µM; hits with a dose series show EC50 in µM; 220,000 tested, 0.074% active;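 active = fold induction of absorbance versus untreated yeast above a set limit, then at least 30% activation at any dose in follow-up; inconclusive = repeats straddling the limit, or above it without dose testing; inactive = fold induction below the set limit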;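 note: activators that raise dye reduction in frataxin-depleted yeast; strong numbers were not always called active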
Dynein cargo inh cytoplasmic EGFP – recorded beside Dynein cargo inh, whose call it bears; z-score; measured here: cytoplasmic GR-EGFP intensity; stronger effect = higher value
Dynein cargo inh nuclear GR-EGFP – further read-out of Dynein cargo inh, marked with its call; z-score; measured here: nuclear GR-EGFP intensity;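 lower value marks the stronger effect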
Dynein cargo inh cell count – second read-out of Dynein cargo inh, no call of its own (marks repeat the call); z-score; measured here: cell count per field
Insulin prom up cell count – also measured in Insulin prom up; calls as there; cell count; measured here: cytotoxicity, nuclei count;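 total cells summed across four imaged fields per well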
Hep lipid drop cells 6.5 µM – second read-out of Hep lipid drop, no call of its own (marks repeat the call); cell count; measured here: cell count, cytotoxicity flag;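 cells counted across two imaged fields per well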
MT stabilize HCS Hoechst-high % – also measured in MT stabilize HCS; calls as there; % Hoechst-high responders; measured here: nuclear condensation Hoechst responders;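 share of cells brighter than vehicle mean plus two SD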
MT stabilize HCS cytotoxicity % – recorded beside MT stabilize HCS, whose call it bears; toxicity, %; measured here: cytotoxicity by cell density;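 0% = mean cell density of plate MIN control wells and 100% = no cells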
Autophagy HCS cell loss 18 h – recorded beside Autophagy HCS, whose call it bears; toxicity, %; measured here: cell loss, nuclei count;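 cell loss after 18 h compound exposure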
* marks the source's active call; other numbers are inactive results; i = inactive; ? = inconclusive; . = not tested or not shown.

mol	ER stress rescue	Insulin prom up	Dynein cargo inh nuclear GR-EGFP	P. falciparum M1AAP	MT stabilize HCS	Dynein cargo inh cytoplasmic EGFP	Hep lipid drop	MT stabilize HCS Hoechst-high %	Insulin prom up cell count	Autophagy HCS	Dynein cargo inh cell count	M17LAP inhibition	Dynein cargo inh	Yfh1-off respiration	Autophagy HCS cell loss 18 h	MT stabilize HCS cytotoxicity %	Hep lipid drop cells 6.5 µM
CC(C)N(C)C1CCN(C(=O)Nc2ccc(Cl)c(Cl)c2)CC1	-3.1%	-0.33	0.17	7%	5.1	-0.14	1	1.9	1285	i	0.45	5%	-1	i	-4	7.9	696
Cc1nn(C(=O)N2CCOCC2)c(C)c1CN1C(=O)c2ccccc2C1=O	.	.	0.63	.	2.7	-0.2	.	2.3	.	i	-0.36	.	-0.4	i	-4	2.2	.
CCOC(=O)c1sc(NC(=O)c2cncc(Br)c2)nc1C	-0.6%	.	-0.51	-1%	2.4	-0.25	0	1.3	.	i	0.96	-6%	-0.36	i	-11	3.1	738
CCOc1ccc(CCNC(=O)C2CC(=O)N(C3CCCC3)C2)cc1OCC (centres undefined)	-1.3%	.	-0.11	11%	1.7	-0.19	.	2.7	.	i	0.1	0%	-0.13	i	-13	9.0	.
O=C(OC(C(=O)Nc1ccc([N+](=O)[O-])cc1Br)c1ccccc1)c1ccccc1 (centres undefined)	0.9%	-1.1	-0.26	9%	4.0	-0.11	-1	2.6	1561	i	0.48	1%	-0.52	i	-27	5.8	672
COc1cc2c(cc1OC)C(/C=C/c1ccco1)=NCC2	.	-0.91	0.35	7%	.	-0.18	-12	.	1041	.	-0.0057	6%	-0.22	i	.	.	650
O=C(N1CCOCC1)N1CCN(c2ccc(F)cc2)CC1	-0.8%	0.11	-0.16	-2%	0.7	-0.36	8	1.4	966	i	0.71	0%	-0.64	i	-1	6.0	779
Cc1cccc(C(=O)Nc2ccnc(-c3cccnc3)n2)c1	0.5%	-0.06	-0.52	4%	1.7	-0.3	-18	1.8	1480	i	1.9	4%	-0.9	i	7	9.5	680
Cc1cccc(CSCCNC(=O)CCSc2ccccc2)c1	-1.5%	0.16	1.7	-1%	5.2	-0.15	1	3.6	1134	i	-0.98	-21%	0.63	i	-45	4.5	680
COc1cccc(OC)c1C(=O)NC(=S)N1CCN(c2ccc(C(F)(F)F)cc2[N+](=O)[O-])CC1	-1.1%	-1.6	0.64	7%	2.8	-0.23	.	1.8	1300	i	-0.38	6%	2.1	i	5	0.0	.
FC(F)(F)c1ccc(-n2ccnc2)nc1	2.8%	0.37	-0.18	-5%	1.8	-0.2	.	1.1	1269	i	0.2	-8%	0.076	i	0	0.1	.
CCOC(=O)CN(C(=O)CSc1nnc(C)n1-c1ccccc1)c1cccc([N+](=O)[O-])c1	-1.2%	-0.01	-0.62	3%	2.0	0.31	-16	1.1	919	i	2.7	-1%	-1.6	i	-11	9.1	731
Cc1ccc(N(C(=O)C2CCCC2)C2C=CS(=O)(=O)C2)cc1 (centres undefined)	-1.9%	-0.01	0.23	-6%	2.2	-0.12	-2	1.5	1930	i	-0.25	-5%	-0.021	i	-3	2.2	650
c1ccc(Nc2nc(-c3cccs3)cs2)nc1	-1.8%	.	-0.077	14%	2.7	-0.26	16	1.5	.	i	-0.65	-2%	0.13	i	-5	7.2	721
COc1ccccc1C1CCN(c2ccc([N+](=O)[O-])c(OC)c2)CC1	.	0.1	-0.68	6%	.	-0.22	-24	.	1468	.	0.99	0%	-1.3	i	.	.	733
CCCCCC(=O)Nc1cccc(C2=NOC3(C2)C[C@@H](C(N)=O)N(C(=O)c2ccc(OC)cc2)C3)c1 (some centres undefined)	.	0.57	0.04	4%	.	-0.82	4	.	1020	.	0.084	11%	-0.23	i	.	.	681
CCCCn1c(=O)c(CCC(=O)OC(C)C(=O)Nc2cccc(Cl)c2Cl)nc2ccccc21 (centres undefined)	7.0%	1.4	0.21	2%	2.4	-0.27	-37	2.7	1451	i	-0.94	-8%	0.62	i	-14	10	452
COc1cc(NS(=O)(=O)c2ccc3[nH]c(=O)oc3c2)cc(OC)c1	-13%	-0.73	0.14	2%	1.7	-0.22	33	2.1	1377	i	-1.1	4%	0.67	i	0	7.7	654
Cc1ccc(CSc2n[nH]c(N)n2)cc1	-0.9%	1.3	-0.31	2%	1.4	-0.29	10	1.5	1511	i	0.83	29%	-0.41	i	-3	7.8	730
O=C(Nc1nnc(CCN2CCCCC2)s1)c1cccc(Cl)c1	.	-0.38	0.51	4%	.	-0.25	15	.	1248	.	-0.26	4%	0.59	i	.	.	654
[O-][n+]1onc2c1CCc1[nH]c(-c3ccccc3)nc1-2	-1.0%	-1.3	-0.33	6%	3.8	-0.19	3	2.5	1599	i	0.24	1%	-0.82	i	5	4.6	682
CCOc1cc(C2C(C(=O)OC)=C(C)N=C3SC(C)C(=O)N32)ccc1OC(C)=O (centres undefined)	-1.1%	-0.36	-0.34	3%	2.1	-0.37	.	2.2	1307	i	0.89	5%	-0.56	i	2	7.7	.
Cc1noc(C(=O)Nc2ccc3c(c2)OCO3)c1Cl	-1.1%	1.1	0.62	4%	7.2	-0.037	-3	1.7	1185	.	-0.54	-1%	0.45	i	.	5.0	775
Brc1ccc(C=Nc2ccc(Nc3ccccc3)cc2)s1	-1.9%	2	0.34	3%	3.1	-0.28	4	1.8	1323	i	0.22	-2%	-0.63	i	33	1.5	610
CCOc1ccc(C(=O)NC(=S)Nc2ccccc2N2CCOCC2)cc1Br	1.7%	-0.42	0.25	-4%	2.8	-0.28	-43	2.0	1231	i	0.49	1%	0.087	i	19	4.4	644
O=C(NC1CCCC1)C(=O)N(Cc1cccnc1)C(C(=O)NC1CCCC1)c1ccco1 (centres undefined)	-0.3%	0.02	0.9	-6%	3.8	-0.21	8	2.2	1485	i	-0.69	-2%	1.7	i	24	4.7	749
O=C(NNC(=O)C1CC1c1ccccc1)c1cccc([N+](=O)[O-])c1 (centres undefined)	-2.4%	1.1	0.24	6%	2.3	-0.17	-23	4.3	1461	i	5.1	9%	-0.082	i	2	6.1	704
CCc1c(C)sc(NC(=S)Nc2nc(C)cc(C)n2)c1C(=O)OC	-1.7%	-0.93	0.81	4%	2.0	-0.18	0	1.0	1350	i	-1.2	1%	0.58	i	23	5.3	649
Cc1cc(C)cc(NC(=S)N(CCCN2CCN(C)CC2)Cc2cccs2)c1	1.4%	-0.19	-0.83	4%	3.2	-0.3	2	2.7	1193	i	0.62	2%	-0.93	i	-8	5.6	745
Cc1nnc(NC(=O)CSc2ccccn2)s1	-0.9%	0.48	-0.37	-2%	6.7	-0.27	.	5.1	1101	i	0.57	-2%	-1.2	i	-8	8.7	.
COc1cccc(/C=C2/SC(=O)N(C)C2=O)c1OCc1ccc(C(=O)O)cc1	-0.6%	.	-0.19	13%	2.5	-0.29	-8	1.1	.	i	0.95	25%	-0.76	i	8	7.2	589
O=C(O)CC1=C(O)C(=O)N(c2ccccc2)C1c1ccc(Br)cc1 (centres undefined)	1.3%	-0.16	-0.24	5%	2.7	-0.17	.	1.4	1564	i	-0.45	7%	-0.17	i	2	5.2	.
C=CCn1c(-c2cccnc2Cl)nc2cc(Cl)c(Cl)cc21	-1.0%	0.24	-0.48	10%	4.1	-0.073	.	3.4	1339	i	0.61	-5%	-0.51	i	8	5.1	.
COC(=O)C1=C(C)N(CCC2=CCCCC2)C(=O)C1	-0.5%	0.96	-1.8*	0%	1.4	0.55*	5	2.1	1244	i	0.15*	-1%	-4.1*	i	-11	1.6	775
CCOC(=O)c1c(NC(=O)COC(=O)CCS(=O)(=O)c2ccc(C)cc2)sc(C)c1C	-0.8%	-0.11	-0.35	-1%	8.5	-0.27	-4	3.4	1522	i	0.55	-3%	-0.37	i	4	4.9	536
CCN(c1ccccc1)S(=O)(=O)c1ccc(Cl)c(NC(=O)COC(=O)c2cc(O)c3ccccc3c2O)c1	.	-0.37	-0.62	?	.	15	15	.	1117	.	-0.29	15%	-3.2	i	.	.	616
CC[C@@H](Nc1ncnc2c1oc1ccccc12)C(=O)O	.	-0.71	-0.31	0%	.	-0.25	6	.	1447	.	1.2	0%	0.21	i	.	.	710
CC(C)C(=O)N1CCc2cc(-c3csc(N)n3)ccc21	-4.7%	0.1	0.08	-5%	2.1	-0.05	2	1.6	1230	i	-0.28	0%	0.12	i	-1	7.5	784
CCc1nnc(NC(=O)CSc2ccc(-c3ccco3)nn2)s1	2.3%	0.64	-0.33	9%	5.5	-0.25	5	2.9	961	i	0.24	26%	-0.74	.	1	8.6	750
COc1ccc(-c2ccc(SCC(=O)N3CCOCC3)nn2)cc1OC	-1.7%	2	0.47	4%	4.6	-0.21	.	3.1	1021	i	-0.17	8%	0.6	i	-11	11	.
